# Source: PubChem BioAssay (National Center for Advancing Translational Sciences (NCATS))
# AMA1-RON2 inh – qHTS for Inhibitors of AMA1-RON; Towards Development of Antimalarial Drug Lead: Primary Screen | Plasmodium falciparum AMA1 (3D7) - RON2 peptide interaction | AlphaScreen AMA1-biotinylated RON2 peptide binding | Potency, µM (highest dose often 58.2 µM), without a hit: at the top dose activity change, negative = inhibition, most hits filed as inhibitors | 360,000 compounds, 0.2% hits;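 also: potency is read from the fitted curve at half-maximal effect; 0% = vehicle wells and -100% = peptide control; nearly all actives have a fitted effect of over 45% in size; some results filed as inactive show a strong effect at the top dose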
#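 AMA1 (3D7) with his tag at 25 nM final met compounds first, then biotinylated RON2 peptide at 25 nM; detection used donor plus acceptor beads, 10 µg/mL apiece, read by AlphaScreen after 30 min at room temperature.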
# LmPK inh – qHTS Assay for Inhibitors of Leishmania Mexicana Pyruvate Kinase (LmPK); 290,000 compounds, 0.37% hits; Q27686; purified LmPK, Kinase-Glo ATP luminescence, 1 h; Potency, µM (doses to about 57.5 µM), inactives show at the highest dose activity change, negative = inhibition, actives largely listed as inhibitors; AID 1721, 2009; also: potency is read from the fitted curve at half-maximal effect
# Target sequence (Q27686 whole entry, looked up): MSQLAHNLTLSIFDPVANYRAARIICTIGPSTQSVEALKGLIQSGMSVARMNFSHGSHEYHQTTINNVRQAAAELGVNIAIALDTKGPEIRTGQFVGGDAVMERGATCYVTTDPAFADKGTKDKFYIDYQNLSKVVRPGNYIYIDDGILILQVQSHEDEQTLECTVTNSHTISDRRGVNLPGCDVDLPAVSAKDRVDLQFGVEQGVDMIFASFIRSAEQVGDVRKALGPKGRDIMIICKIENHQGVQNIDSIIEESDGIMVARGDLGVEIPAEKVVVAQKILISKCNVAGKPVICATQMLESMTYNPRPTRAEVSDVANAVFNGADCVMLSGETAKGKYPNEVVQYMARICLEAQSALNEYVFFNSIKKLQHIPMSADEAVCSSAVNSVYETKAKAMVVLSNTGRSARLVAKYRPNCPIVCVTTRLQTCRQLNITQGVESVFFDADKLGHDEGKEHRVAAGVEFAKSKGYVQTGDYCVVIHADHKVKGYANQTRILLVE
#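 Screened at intermediate enzyme activity to detect both inhibitors and activators: LmPK at 0.1 nM, with a 0.5 nM enzyme column as activation reference. PEP 0.5 mM, ADP 0.1 mM; ATP detected by luminescence after 1 h.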
# HCV inh – qHTS Assay for Inhibitors of Hepatitis C Virus (HCV). Potency, µM (highest dose often 41.8 µM), without a hit: at the top dose activity change, negative = inhibition, usual class: inhibitors. 340,000 compounds, 3.4% hits. Huh7.5.1 HCVcc-Cre infection, luciferase reporter, 44 h; also: potency is read from the fitted curve at half-maximal effect
#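 A cell-based infection assay in which seeded cells (1,000 per well) receive test compound after 4 h, are inoculated with HCVcc-Cre at approximately 0.5 moi, and are incubated 44 h before luminescence detection.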
# Tb PYK inh – qHTS of Trypanosoma Brucei Inhibitors; pyruvate kinase (Trypanosoma brucei), Q57TT1; TbPYK enzyme, Kinase-Glo Plus ATP luminescence, 45 min; Potency, µM (highest dose often 76.8 µM), without a hit: at the top dose activity, negative = inhibition, usual class: inhibitors; 410,000 compounds, 0.12% hits; also: potency is read from the fitted curve at half-maximal effect; nearly all actives have a fitted effect of over 50% in size
#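 Quantitative HTS: titrated library compounds versus trypanosomal pyruvate kinase in TEA buffer (pH 7.2) containing KCl, MgCl2, BSA and Tween-20. Reactions were initiated with ADP, 130 uM final. Kinase-Glo Plus luminescence was read after 45 min at RT.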
# AmpC inh detg – qHTS Inhibitors of AmpC Beta-Lactamase (assay with detergent); Potency, µM (titrated, usually from 114 µM), without a hit: at the highest dose activity change, negative = inhibition, most hits filed as inhibitors; 370,000 compounds, 0.041% hits; AmpC hydrolysis of nitrocefin, absorbance 480 nm, 0.01% Triton;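 also: potency is read from the fitted curve at half-maximal effect; 0% = no-compound wells and -100% = no-enzyme wells; nearly all actives have a fitted effect of over 25% in size; some results filed as inactive show a strong effect at the top dose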
# Target sequence (P00811 whole entry, looked up): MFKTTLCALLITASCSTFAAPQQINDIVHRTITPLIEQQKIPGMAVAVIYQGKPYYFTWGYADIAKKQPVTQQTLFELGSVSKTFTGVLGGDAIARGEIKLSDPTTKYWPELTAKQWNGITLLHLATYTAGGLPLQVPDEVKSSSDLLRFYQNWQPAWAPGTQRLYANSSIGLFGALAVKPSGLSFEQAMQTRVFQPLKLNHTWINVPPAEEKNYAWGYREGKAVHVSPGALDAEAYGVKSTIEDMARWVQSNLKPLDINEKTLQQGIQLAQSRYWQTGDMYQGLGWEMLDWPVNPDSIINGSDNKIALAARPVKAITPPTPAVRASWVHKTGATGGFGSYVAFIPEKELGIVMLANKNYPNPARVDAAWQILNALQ
#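 20 mM phosphate pH 7.0 + 0.01% (detergent screen) or 0.0001% Triton X-100; 5.3 nM AmpC reagent; cpd preinc 15 min RT; nitrocefin (800 uM stock) to start; A480 q20 s × 4 min; Activity was normalised to no-enzyme and no-compound control wells.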
# AmpC inh no detg – qHTS Inhibitors of AmpC Beta-Lactamase (assay without detergent). P00811. AID 485341, 2010. 330,000 compounds, 0.52% hits. AmpC nitrocefin hydrolysis, absorbance 480 nm, 0.0001% Triton. Potency, µM (doses to about 57.1 µM), without a hit: at the top dose activity change, negative = inhibition, usual class: inhibitors;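 also: potency is read from the fitted curve at half-maximal effect; plate controls were no compound for no effect and no enzyme for full effect; nearly all actives have a fitted effect of over 20% in size; some results filed as inactive show a strong effect at the top dose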
#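 20 mM phosphate pH 7.0 + 0.01% (detergent screen) or 0.0001% Triton X-100; 5.3 nM AmpC reagent; cpd preinc 15 min RT; nitrocefin (800 uM stock) to start; A480 q20 s × 4 min; Activity was normalised to no-enzyme and no-compound control wells.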
# HCMV antiviral – qHTS Assay for inhibitors of the human cytomegalovirus (HCMV). activity change, negative = inhibition, % at 57.5 µM. 410,000 compounds, 4.5% hits. HFF cells, HCMV-luciferase reporter, 72 h; active compounds read low; in the data active = activity change below about -60%; inconclusive = no clear call, values can overlap the other calls; inactive = above about -39%
#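 Human foreskin fibroblasts infected with luciferase-reporter HCMV at MOI 1 PFU/cell, compounds at two doses. Luciferase measured 72 h post infection; normalized to buffer-only basal and Salinomycin (10uM) controls.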
# Starred values were filed as active, the others as inactive; ? = inconclusive; . = no result given; & = joins results of further samples; [ ] = another dose, or the depositor's remark. Unless noted, calls follow the shape of the dose curve; as a rule, active = well fitted curve in the direction sought with a large enough effect; inconclusive = small, poorly fitted or top-dose-only effect, or another doubt; inactive = no such curve, though single readings can be large; an effect the other way counts as inactive or inconclusive. Unless noted, % is scaled to controls: 0 for no effect and ±100 for the full control effect.
SMILES,AMA1-RON2 inh,LmPK inh,HCV inh,Tb PYK inh,AmpC inh detg,AmpC inh no detg,HCMV antiviral
CCCNC(=O)C[C@@H]1C[C@H]2c3cc(NC(=O)c4ccc5c(c4)OCO5)ccc3O[C@H]2[C@@H](CO)O1,-7%,.,.,-16%,.,.,36
Cc1ccc(S(=O)(=O)N(C)C)cc1NC(=S)NNC(=O)C(N)=O,28%,-3%,1%,-12%,-6%,-12%,-7
COc1ccc(CN2C(=O)CC(=O)NC2=O)cc1,2%,8%,23%,3%,?,-24%,26
CCOc1ncccc1C(=O)NNC(=O)CSc1ccc(Cl)cc1,120%[activator],.,-21%,4%,.,-28%,-16
COc1cc(C(=O)NS(=O)(=O)c2ccccc2C)ccc1Cc1cn(C)c2ccc(NC(=O)OC3CCCC3)cc12,.,3%,.,-11%,1%,?,.
COc1cc2c(cc1OC)CN(CC(=O)Nc1ccc(F)cc1)CC2,7%,-2%,-1%,6%,-7%,1%,25
Nc1ccncc1,-3%,1%,3%,4%&-8%,-3%,-10%,9
CCOc1ccc(S(=O)(=O)N(CC)CC(=O)NCc2cccnc2)cc1C,-13%,-2%,0%,-7%,3%,24%,-9
CCn1ccnc1CN1CCc2c([nH]c3ccccc23)C1CC(C)C (stereo not drawn),5%,9%,3%,1%,-2%,39%,39
O=C(NCCc1ccccc1)C1CCN(S(=O)(=O)c2cccnc2)CC1,0%,-1%,10%,3%,10%,28%,-15
COCC1CCCN(Cc2cn(-c3ccccc3F)nc2-c2cc(C)sc2C)C1 (stereo not drawn),-14%,7%,-23%,5%,6%,73%[activator],?
COc1ccccc1C(=O)NC(CCSC)C(=O)NNC(=O)c1ccccc1C (stereo not drawn),43%[activator],.,32%[activator],-4%,?,-17%,-18
O=C(N/N=C/c1ccc(OC(=O)c2ccccc2Cl)cc1)c1ccc(O)cc1,3%,-6%,-17%,-4%,7%,-7%,20
Cc1c(C(=O)N2CCCC2)oc2c1-c1[nH]ncc1CC2,-24%,1%,-6%,-2%,?,-21%,-12
CCC(=O)c1c[nH]c(C(=O)NCc2ccco2)c1,8%,2%,10%,0%,-5%,-16%,52
O=C(CCCCN1CCCCC1)c1ccccc1,1%,.,-14%,2%,.,.,15
CCNc1nc(Cl)nc(-c2cn(-c3ccccc3)c3ccccc23)n1,-5%,0%,-27%,-3%,5%,-32%,3
CCC(=O)N1CCCC(C)(C(=O)Nc2ccc3oc(CC)nc3c2)C1 (stereo not drawn),-7%,.,.,1%,.,.,19
CC1CCN(CCNC(=S)Nc2ccc(Cl)cc2)CC1,5%,0%,?,4%,0%,-12%,6
O=C(Nc1ccccc1C(=O)O)c1cccc(NC(=O)c2ccccc2Br)c1,0%,1%,1%,-11%,?,-29%,22
COCC(=O)NC1CCN(C(=O)NCc2ccccc2)CC1,5%,0%,11%,-14%,?,-3%,54
CSc1ncc(Cl)c(C(=O)Nc2c(C)cccc2C)n1,-2%,4%,-12%,-2%,-8%,-4%,?
CCCc1ncc(C(O)c2ccc(OC)cc2)n1C (stereo not drawn),-2%,-5%,5%,-8%,-9%,-13%,-21
O=C(CN1CCCCC1)NNc1nc(-c2ccccc2)c2cc(Cl)ccc2n1,63%[activator],5%,?,3%,-4%,13%,?
Cc1cc(/C=N/Nc2nc(N)ncc2[N+](=O)[O-])c(C)n1-c1cccc(C(F)(F)F)c1,.,-13%,.,.,-6%,38%,.
SMILES,AMA1-RON2 inh,LmPK inh,HCV inh,Tb PYK inh,AmpC inh detg,AmpC inh no detg,HCMV antiviral
CCOC(=O)c1cc(-c2ccc(C#N)cc2)nc2c1c(C)nn2CCC#N,2%,9%,12%,-8%,-9%,-21%,-5
N#Cc1cnc2cc(-c3ccccc3)nn2c1N,14%,-8%,3%,-3%,2%,-6%,10
CCc1cc2c(=O)n(Cc3ccco3)c(SCC(=O)NC3CCS(=O)(=O)C3)nc2s1 (stereo not drawn),-11%,-15%,-19%,-7%,-19%,-8%,8
CCOC(=O)c1nc2c(ccc3ccccc32)cc1C,7%,-4%,?,3%,1%,18%,-19
COc1ccc(CCCC(=O)Nc2ccc(F)cc2)cc1,14%,3%,3%,-14%,-17%,-12%,?
O=C(Nc1ccc2nc(C3CC3)n(Cc3ccccc3)c(=O)c2c1)C1CC1,2%,-1%,-3%,-5%,2%,-12%,-16
Cc1ccc(OCC(=O)Nc2cc(C(=O)O)cc(C(=O)O)c2)cc1C,11%,0%,-3%,?,0%,-14%,-65*
CCC(=O)N1CCc2cc(S(=O)(=O)NCCC(=O)Nc3ccccc3C)ccc21,10%,1%,7%,0%,2%,-7%,15
NC(=O)CNC(=O)c1cccc(Cl)c1,-2%,2%,-1%,-5%,-11%,-8%,18
Cc1ccc(CNC(=O)c2ccc(NC(=O)c3nsc4ccccc34)cc2)cc1,.,.,.,-1%,1%,.,135
C=C(C)c1cccc(C(C)(C)NC(=O)Nc2ccc(OC)cc2)c1,-4%,1%,-18%,1%,?,-4%,2
Cc1cccc(NS(=O)(=O)c2cccc(C(=O)N3CCCC3)c2)c1,-13%,.,12%,0%,-4%,-17%,-34
Cc1ccc(Cn2cc(CCC(=O)NCC(C)c3ccccc3)c3ccccc32)cc1 (stereo not drawn),.,.,.,6%,-5%,.,-21
O=[N+]([O-])c1ccc(CCNc2cccc3ccccc23)c([N+](=O)[O-])c1,-11%,1%,?,-3%,-12%,-17%,56
COc1ccc(CNC(=O)c2cc(-c3cccs3)on2)cc1,7%,1%,11%,-5%,-7%,-20%,3
COC(=O)[C@@]1(Cc2ccc(OC)cc2)[C@H]2c3cc(C(=O)N4CCCC4)n(CCc4c[nH]c5ccc(O)cc45)c3C[C@H]2CN1C(=O)c1ccccc1,.,-3%,0%[8.37 µM],.,?,132%[activator],.
Cc1ccc(CS(=O)(=O)c2cn(CC(=O)Nc3ccon3)c3ccccc23)cc1,5%,.,1%[8.37 µM],-4%,?,-31%,?
CN(C)CCN(C(=O)C1=COCCO1)c1nc2ccc(Cl)cc2s1,19%,4%,?,-1%,-8%,25%,38
COc1ccccc1NC(=O)Nc1ccc(F)c(F)c1,6%,?,-2%,-3%,-1%,-5%[2.29 µM],-102*
Cc1ccc(-n2ccnc(SCC(=O)NC3CCCCC3)c2=O)cc1F,6%,.,5%,6%,1%,-11%,-11
CCOc1ccc(-c2nc(CNC(=O)Nc3ccccc3)c(C)o2)cc1,.,.,.,0%,4%,.,24
Cc1cc(C)cc(N(CC(=O)Nc2cc(C)ccc2C)S(=O)(=O)c2c(C)[nH]c(=O)[nH]c2=O)c1,9%,3%,4%,0%,-4%,-15%,?
CCN(C(=O)Cn1cnc2sc(C)c(S(=O)(=O)N3CCN(c4ncccn4)CC3)c2c1=O)c1ccccc1F,.,.,.,2%,15%,.,?
CCN(CC)S(=O)(=O)c1ccc(NC(=O)Nc2cccc(C(F)(F)F)c2)cc1,5%,7%,11µM*,-18%,-1%,-40%,-105*
N#Cc1ccc(CSc2nnc(NC(=O)c3ccc4ncsc4c3)s2)cc1,9%,-7%,17%,-11%,0%,-27%,?

# 5 neighbouring records from above:
SMILES,AMA1-RON2 inh,LmPK inh,HCV inh,Tb PYK inh,AmpC inh detg,AmpC inh no detg,HCMV antiviral
CCC(=O)N1CCc2cc(S(=O)(=O)NCCC(=O)Nc3ccccc3C)ccc21,10%,1%,7%,0%,2%,-7%,15
NC(=O)CNC(=O)c1cccc(Cl)c1,-2%,2%,-1%,-5%,-11%,-8%,18
Cc1ccc(CNC(=O)c2ccc(NC(=O)c3nsc4ccccc34)cc2)cc1,.,.,.,-1%,1%,.,135
C=C(C)c1cccc(C(C)(C)NC(=O)Nc2ccc(OC)cc2)c1,-4%,1%,-18%,1%,?,-4%,2
Cc1cccc(NS(=O)(=O)c2cccc(C(=O)N3CCCC3)c2)c1,-13%,.,12%,0%,-4%,-17%,-34

# Further structures.
SMILES,AMA1-RON2 inh,LmPK inh,HCV inh,Tb PYK inh,AmpC inh detg,AmpC inh no detg,HCMV antiviral
CC(C)=CC(=O)Nc1nnc(-c2ccccc2C)s1,5%,8%,1%,-2%,1%,87%[activator],-6
CCOc1ccccc1NC(=O)CN(CCc1ccccc1)S(=O)(=O)c1ccc(C)cc1,.,.,.,1%,4%,.,-1
O=c1[nH]c(C2CCN(S(=O)(=O)/C=C/c3ccccc3)CC2)nc2c1nnn2Cc1ccc(F)cc1,-3%,-1%,-17%,-7%,?,-9%,40
O=C(NC1CCSC1)c1cccc(Cl)c1 (stereo not drawn),-7%,-1%,5%,-6%,-11%,-8%,54
CC(=O)NC1=NN(C(C)=O)C(C)(c2ccco2)S1 (stereo not drawn),4%,-1%,17%,1%,-9%,1%,-29
O=[N+]([O-])c1c(NCc2ccccc2)cc(N2CCc3ccccc3C2)c2nonc12,-9%[11.6 µM],1%,1.4µM*,6%,?,-22%,?
CC(C)COc1ccc(CSCCNC(=S)Nc2ccccc2)cc1,-2%,-3%,?,3%,10%,-32%,21
O=C(Cc1cccs1)N(CC1CCCO1)C1(C(=O)NC2CCCCC2)CCCCC1 (stereo not drawn),11%,-1%,1%,-4%,-7%,23%,-21
O=C(c1cccs1)C1C(c2ccc(Br)cc2)NC(=S)NC1(O)C(F)(F)F (stereo not drawn),7%,-5%,26%,-22%,-9%,-24%,105
O=C(NC(=S)N1CCOCC1)c1cn(-c2ccccc2)nc1-c1ccc(F)cc1,73%[activator][11.6 µM],.,0%,7%,?,-1%,-25
CCOC(=O)c1sc2nc(C)c3c(c2c1N)CC(C)(C)OC3,9%,10%,?,-3%,-3%,15%,-24
CC(C)CNC(=O)c1cccc(NC(=O)COc2cccc([N+](=O)[O-])c2)c1,3%,0%,?,-6%,4%,2%,-17
COc1ccc(Br)cc1CN1CCN(CCO)CC1,1%,3%,.,-1%,-23%,-13%,-7
CC(C)(C#CCN1CCCC1)OCCC#N,-1%,-6%,?,-1%,-7%,-17%,102
COc1cccc2c(SCC(=O)N/N=C/c3ccc(O)c(O)c3)cc(C)nc12,-6%,-2%,-22%,-13%,-17%,-32%,42
COc1cc(/C=C/c2nc3ccccc3c(=O)n2-c2ccc(O)cc2)ccc1O,4%,-3%,-14%,-6%,-1%,-51%,-20
